CCR6 antagonist – CCR6 receptor antagonists, primary screen, cell-based, CHO-K1, luminescence, beta-arrestin, uHTS; 0.49% of 340,000 active; inhibition, % at 20 µM; CHO-K1 CCR6 PathHunter beta-arrestin, CCL20-stimulated; C-C chemokine receptor type 6 (Homo sapiens), P51684; AID 493098, 2011;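 active = compounds whose inhibition of the agonist-driven luminescence signal at 20 µM reaches about 50%, limit read from the data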;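 also: cells stimulated with CCL20 at 14 nM final; plate controls were DMSO with CCL20 for no effect and DMSO without agonist for full effect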
Target sequence (P51684 whole entry, looked up): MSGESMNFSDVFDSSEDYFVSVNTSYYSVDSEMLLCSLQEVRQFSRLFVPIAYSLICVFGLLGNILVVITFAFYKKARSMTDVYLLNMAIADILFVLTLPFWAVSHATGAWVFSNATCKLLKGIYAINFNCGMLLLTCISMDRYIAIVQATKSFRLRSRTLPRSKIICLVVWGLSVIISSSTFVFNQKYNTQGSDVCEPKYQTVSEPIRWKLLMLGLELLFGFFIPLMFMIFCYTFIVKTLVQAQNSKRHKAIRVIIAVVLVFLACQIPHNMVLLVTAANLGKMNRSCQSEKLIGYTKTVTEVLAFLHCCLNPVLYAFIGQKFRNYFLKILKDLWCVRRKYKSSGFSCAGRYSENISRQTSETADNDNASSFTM
Gli-Sufu block – Gli-Sufu pathway antagonists, primary screen, luciferase luminescence, Sufu-KO-LIGHT cells, uHTS. Sufu-KO-LIGHT fibroblasts, Gli luciferase reporter luminescence. inhibition, % at 5 µM. 0.74% of 340,000 active. AID 588413, 2011;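 active = inhibition above about 55%, limit read from the data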;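 also: 0% = DMSO-treated cells and 100% = wells with medium but no cells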
XBP1 UPR activ – activators of adaptive XBP1 UPR arm, primary screen, cell-based, CHO-XBP1 luciferase reporter, luminescence, uHTS. IRE1-XBP1 UPR activation; percent of tunicamycin response, DMSO as zero. activation, % at 20 µM. 0.33% of 330,000 active;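 active = versus positive control, 20 µM dose yields 30% or more activation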;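 also: 100% = tunicamycin at 10 µg/mL and 0% = DMSO only wells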
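Signal: luciferase luminescence; Assay system: CHO-XBP1 luciferase reporter cells; Amount: one thousand reporter cells per well; Dosing: 20 µM single concentration, DMSO 1%; Benchmarks: high control tunicamycin 10 µg/mL final, low control DMSO vehicle only; Schedule: 6 h compound exposure at 37 °C, 5% CO2; Evaluation: percent activation relative to tunicamycin reference.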
697 NFkB inh – inhibitors of PMA/ionomycin-induced NF-kB reporter, 697 cells, primary screen, B-cell NF-kB inhibitor project, cell-based, luminescence, uHTS; 697 B-cell NF-kB luciferase reporter, 16 h; inhibition, % at 4 µM; 0.33% of 330,000 active; AID 435022, 2010; in the data active = inhibition above about 35%
CHOP UPR activ – activators of apoptotic CHOP UPR arm, primary screen, cell-based, CHO-CHOP luciferase reporter, luminescence, uHTS | UPR activation; percent of tunicamycin response over DMSO baseline | activation, % at 10 µM | 0.34% of 330,000 active | AID 449763, 2010;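 active = at 10 µM dose, activation of 40% or more, normalized to positive control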;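 also: 100% = tunicamycin at 10 µg/mL and 0% = DMSO alone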
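Assay system: CHO-CHOP cells, stable luciferase reporter of PERK-eIF2a-CHOP signalling / Buffer or medium: F12 plus 10% serum / Compound dosing: one dose, 10 µM in 0.5% DMSO / Times: 6 h compound treatment, 37 °C / Technique: luciferase luminescence / Read-out: % reporter activation, DMSO baseline versus tunicamycin full activation / Benchmarks: tunicamycin and DMSO controls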
CXCR6 block – CXCR6 receptor inhibitors, primary screen, cell-based, beta-arrestin, luminescence, CHO-K1 PathHunter, 1536-well; inhibition, % at 20 µM; 0.36% of 360,000 active; AID 602244, 2012; in the data active = inhibition above about 34%, passing the limit was not always enough;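 also: antagonist mode with CXCL16 agonist at 10 nM final; 0% = 10 nM CXCL16 with DMSO and 100% = unstimulated wells without agonist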
Target sequence (O00574 whole entry, looked up): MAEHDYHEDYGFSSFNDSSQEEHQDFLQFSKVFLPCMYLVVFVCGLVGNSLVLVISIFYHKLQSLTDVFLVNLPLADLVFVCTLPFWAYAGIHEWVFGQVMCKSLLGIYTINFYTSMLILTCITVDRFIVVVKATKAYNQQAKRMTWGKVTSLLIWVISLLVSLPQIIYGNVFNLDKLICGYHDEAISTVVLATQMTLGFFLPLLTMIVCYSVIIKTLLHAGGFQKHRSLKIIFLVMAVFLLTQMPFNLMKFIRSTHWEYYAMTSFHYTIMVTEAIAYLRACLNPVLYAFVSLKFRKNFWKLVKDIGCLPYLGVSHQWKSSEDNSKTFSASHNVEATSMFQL
Jurkat NFkB inh – inhibitors of induced NF-kB luciferase reporter, primary screen, TCR NF-kB activation inhibitor project, cell-based, luminescence, uHTS. Jurkat, PMA/ionomycin-induced NF-kB luciferase reporter. inhibition, % at 4 µM. 0.53% of 330,000 active; in the data active = inhibition above about 50%
EBI2 antag – EBI2 receptor antagonists, beta-arrestin recruitment, primary screen, cell-based, luminescence, 7a,25-OHC stimulation, uHTS; G-protein coupled receptor 183 (Homo sapiens), P32249; 0.81% of 360,000 active; inhibition, % at 5 µM; 7a,25-OHC stimulated; in the data active = inhibition above about 38%;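 also: enzyme fragment complementation signal reports receptor beta-arrestin coupling in cells; 0% = agonist plus DMSO wells and 100% = wells without agonist; some results beyond the cut were filed as inactive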
Mdm2-MdmX inh – inhibitors of human Mdm2-MdmX association, primary screen, cell-based, luminescence, split luciferase, SaOS-2, uHTS | Protein Mdm4 (Homo sapiens) + E3 ubiquitin-protein ligase Mdm2 (Homo sapiens), … | 3% of 330,000 active | SaOS-2 split-luciferase Mdm2/MdmX complementation | inhibition, % at 8 µM;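 active = inhibition of at least 50% at 8 µM in the primary screen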
* hit, by the source's call; · = not tested or not shown.

SMILES	CCR6 antagonist	Gli-Sufu block	XBP1 UPR activ	697 NFkB inh	CHOP UPR activ	CXCR6 block	Jurkat NFkB inh	EBI2 antag	Mdm2-MdmX inh
Cc1cc(NC(=O)CCC(=O)N(c2ccccc2)C(C(=O)NC2CCCC2)c2ccc(F)cc2)no1 (configuration not stated)	20	-3	0	16	1.1	-3	8	-11	4
COc1ccc(-c2csc(-c3cccs3)n2)cc1OC	6	-103	4	-97	2.2	-8	-169	0	-129
Cc1cc(=O)[nH]c(N/N=C/c2c[nH]c3ccccc23)n1	-6	4	1	36*	1.3	-6	4	10	34
Cc1ccc2nc3ccc(N4CCCCCCC4)nn3c(=O)c2c1	11	-67	4	-39	6.5	11	-22	8	-86
Cc1cccc(NC(=O)c2ccc(COc3ccccc3)o2)n1	13	-12	-2	11	-0.5	-1	-7	2	10
CC(=O)Nc1ccc(NC(=O)C(C)Sc2nc3ccccc3c(=O)n2Cc2ccco2)cc1 (configuration not stated)	13	2	-3	12	0.6	-7	8	-3	1
O=C(CC12CC3CC(CC(C3)C1)C2)Nc1ccc(C(=O)O)cc1	-1	1	6	-1	2.4	25	-4	-4	10
NC(=O)c1ccccc1NC(=O)/C=C/c1c(Cl)cccc1Cl	3	-93	5	-51	1.6	3	-124	13	-80
O=C(COc1ccc(/C=N/NC(=O)c2cc3ccccc3o2)cc1Cl)Nc1ccccc1	5	36	7	19	51*	-12	17	-11	97*
Cc1cc(C)nc(NN=C(c2ccccc2)c2ccccc2)n1	14	4	2	-14	-2.0	1	-25	-4	14
CCCCn1c(N)c(N(CCC(C)C)C(=O)CSc2nc3ccccc3n2C)c(=O)[nH]c1=O	0	14	·	·	·	-4	·	-16	·
O=C(Nc1ccc(F)cc1)Nc1ccc(S(=O)(=O)N2CCCC2)cc1	0	3	11	-12	1.3	-8	3	0	2
CC1CCN(C(=O)CSc2nc3ccccc3c(=O)[nH]2)CC1	12	-22	6	19	2.0	-4	1	2	25
CC(O)(c1ccccc1)C(C(c1ccccc1)N1CCOCC1)N1CCOCC1 (configuration not stated)	6	10	·	·	·	-2	·	5	·
CCOC(=O)c1[nH]c2ccc(OC)cc2c1NC(=O)/C=C/c1ccc2c(c1)OCO2	18	1	2	5	4.2	0	11	12	-2
Cc1cccc(N/C=C/C(=O)c2cccs2)c1C	17	-73	-2	-180	-2.6	-12	-167	5	-187
COc1ccc(C(CC(=O)c2ccccc2)S(=O)(=O)c2ccc(C)cc2)cc1 (configuration not stated)	34	-28	2	-14	4.3	9	-88	11	-54
COc1ccc(-n2nc([N+](=O)[O-])c(=NCCc3ccccc3)n2O)cc1	-15	-21	-1	-21	3.0	0	10	-5	-40
Cc1c(C(=O)OC(C)C)sc(N)c1C(=O)OC(C)C	24	-49	6	-64	2.6	5	-39	9	-74
COc1cc(NC(=O)C(c2ccccc2)c2ccccc2)c(C(=O)O)cc1OC	-2	-3	-7	5	-0.9	-5	-1	-12	13

Reprinted at random: 3 compounds from above
SMILES	CCR6 antagonist	Gli-Sufu block	XBP1 UPR activ	697 NFkB inh	CHOP UPR activ	CXCR6 block	Jurkat NFkB inh	EBI2 antag	Mdm2-MdmX inh
Cc1cccc(N/C=C/C(=O)c2cccs2)c1C	17	-73	-2	-180	-2.6	-12	-167	5	-187
COc1ccc(-n2nc([N+](=O)[O-])c(=NCCc3ccccc3)n2O)cc1	-15	-21	-1	-21	3.0	0	10	-5	-40
Cc1cc(NC(=O)CCC(=O)N(c2ccccc2)C(C(=O)NC2CCCC2)c2ccc(F)cc2)no1 (configuration not stated)	20	-3	0	16	1.1	-3	8	-11	4

(continued)
SMILES	CCR6 antagonist	Gli-Sufu block	XBP1 UPR activ	697 NFkB inh	CHOP UPR activ	CXCR6 block	Jurkat NFkB inh	EBI2 antag	Mdm2-MdmX inh
Cc1ccc(C(C(=O)NC(C)(C)C)N(C(=O)c2csnn2)c2cccc(F)c2)o1 (configuration not stated)	6	1	-1	-8	-1.3	-4	-12	-6	5
CCOc1ccccc1-c1nc(CN2CCCC2c2nccs2)c(C)o1 (configuration not stated)	10	50	-3	-3	-1.7	8	-9	8	3
COc1ccc(CNC(=O)C(=O)NCC2OCCN2C(=O)c2ccc(OC)cc2)cc1 (configuration not stated)	-1	-11	-2	6	0.3	-12	9	2	16
Cc1ccc(-c2nn(-c3ccccc3)cc2/C=C2\SC(=S)N(CC(=O)O)C2=O)cc1	9	11	-2	-2	0.1	10	-2	10	11
O=C(O)c1cccc(Oc2ccccc2[N+](=O)[O-])c1	7	4	1	0	3.0	-12	6	3	11
O=C(NCCCN1CCOCC1)c1ccc2c(=O)n(Cc3ccccc3)c(=S)[nH]c2c1	6	22	-5	8	0.1	9	-13	-3	-3
CCOC(=O)C1=C(O)/C(=C/c2ccc(OCC(=O)O)c(OCC)c2)SC1=Nc1ccc(C)cc1	0	-1	-3	3	-0.1	4	-3	2	16
CS(=O)(=O)N1CCN=C1SCc1ccccc1	8	4	-2	-2	1.5	3	15	-2	5
CCN(CC)C(=S)Oc1c(Cl)cccc1Cl	13	8	-1	25	0.7	8	-4	10	4
CC(OC(=O)c1ccc(NC(=O)CC#N)cc1)C(=O)Nc1ccc2c(c1)OCCO2 (configuration not stated)	-3	-11	-3	5	0.4	-3	8	-4	-19
N#Cc1ccccc1S(=O)(=O)N1CCN(C(=O)c2cc(-c3ccccc3)nn2-c2ccccc2)CC1	8	8	-5	-9	0.7	-2	2	1	-10
Cc1cc(OCC(=O)NCCCn2ccnc2)c2c(C)cc(=O)oc2c1	-8	3	-3	-6	-0.4	0	-7	-8	20
CCCCC(=O)Nc1ccc2oc(-c3ccncc3)nc2c1	4	-3	2	-25	0.5	-5	-2	7	6
O=C(CNC(=O)c1ccccc1Br)NNC(=O)c1cccs1	11	1	1	5	0.6	-5	11	1	5
CC1=C(C(=O)N2CCCCC2)C(c2cccs2)NC(=O)N1 (configuration not stated)	0	2	-1	16	-0.4	-7	15	-14	-15
Cc1ccc(C(=O)N2CCN3C(=O)c4ccccc4C23c2ccc(Cl)cc2)cc1 (configuration not stated)	15	56*	-6	-8	-2.4	22	24	19	21
CC(=O)C1C(c2ccc(Br)cc2)C2C(C)=NN=C2CC1(C)O (configuration not stated)	15	1	1	19	1.3	7	10	-2	9
Cc1ccc(CCNC(=O)C2CCC(CNc3c(N4CCC(C)CC4)c(=O)c3=O)CC2)cc1 (configuration not stated)	16	-2	4	-9	-0.7	5	10	4	8
O=C(O)c1c(F)c(F)c(F)c(F)c1-c1ccc(Cl)cc1	-2	3	-2	27	-0.2	-2	2	6	2
O=C(CNC(=O)c1ccco1)OCC(=O)c1ccc2c(c1)CCCC2	26	-26	1	11	3.1	15	-4	-6	-2

Five entries from above, bar-delimited:
Molecule | CCR6 antagonist | Gli-Sufu block | XBP1 UPR activ | 697 NFkB inh | CHOP UPR activ | CXCR6 block | Jurkat NFkB inh | EBI2 antag | Mdm2-MdmX inh
CS(=O)(=O)N1CCN=C1SCc1ccccc1 | 8 | 4 | -2 | -2 | 1.5 | 3 | 15 | -2 | 5
CCN(CC)C(=S)Oc1c(Cl)cccc1Cl | 13 | 8 | -1 | 25 | 0.7 | 8 | -4 | 10 | 4
CC(OC(=O)c1ccc(NC(=O)CC#N)cc1)C(=O)Nc1ccc2c(c1)OCCO2 (configuration not stated) | -3 | -11 | -3 | 5 | 0.4 | -3 | 8 | -4 | -19
N#Cc1ccccc1S(=O)(=O)N1CCN(C(=O)c2cc(-c3ccccc3)nn2-c2ccccc2)CC1 | 8 | 8 | -5 | -9 | 0.7 | -2 | 2 | 1 | -10
Cc1cc(OCC(=O)NCCCn2ccnc2)c2c(C)cc(=O)oc2c1 | -8 | 3 | -3 | -6 | -0.4 | 0 | -7 | -8 | 20

Returning to the listing, repeating the three entries before the break.
SMILES	CCR6 antagonist	Gli-Sufu block	XBP1 UPR activ	697 NFkB inh	CHOP UPR activ	CXCR6 block	Jurkat NFkB inh	EBI2 antag	Mdm2-MdmX inh
Cc1ccc(CCNC(=O)C2CCC(CNc3c(N4CCC(C)CC4)c(=O)c3=O)CC2)cc1 (configuration not stated)	16	-2	4	-9	-0.7	5	10	4	8
O=C(O)c1c(F)c(F)c(F)c(F)c1-c1ccc(Cl)cc1	-2	3	-2	27	-0.2	-2	2	6	2
O=C(CNC(=O)c1ccco1)OCC(=O)c1ccc2c(c1)CCCC2	26	-26	1	11	3.1	15	-4	-6	-2
CCN(CC)S(=O)(=O)c1ccc(OC)c(NC(=S)Nc2cccc(C)c2C)c1	17	3	-2	-2	4.6	1	9	7	10
O=C(O)C1C2C=CC(C2)C1C(=O)Nc1ccc2c(c1)OCCO2 (configuration not stated)	-4	60*	-4	-31	-4.0	-2	21	-3	6
NC(=O)COc1ccc(NS(=O)(=O)Cc2ccccc2)cc1	1	-5	-2	6	0.4	2	-8	0	-14
Cn1cnc2c(=O)[nH]cc([N+](=O)[O-])c21	0	12	3	-26	-0.2	6	-7	-2	-35
CC(C)c1ccc(NC(=O)C(c2ccccc2)N(C)C(=O)CCc2c[nH]c3ccccc23)cc1 (configuration not stated)	2	-6	-2	16	1.4	2	16	5	36
COc1ccc(OC)c(C(=O)CN2C(=O)NC(C)(c3ccccc3)C2=O)c1 (configuration not stated)	-1	-10	0	-4	-1.4	-14	21	-2	-10
COc1ccc(S(=O)(=O)Nc2ccc3c(c2)C(=O)N([C@H](C)CO)C[C@H](C)[C@@H](CN(C)C(=O)NC(C)C)O3)cc1	4	-7	-4	6	-1.7	-18	-3	1	27
Cc1cnc(C(=O)OCC(=O)C23CC4CC(CC(C4)C2)C3)cn1	7	1	-4	-5	0.2	-3	3	-4	5
CCCCCCC1CC(CCc2nc(=S)[nH][nH]2)C(=O)O1 (configuration not stated)	10	3	-2	11	1.8	1	9	-3	6
C#CCOCCOCCOCCNc1nc(N2CCN(C(=O)[C@H](CCCN=C(N)N)n3cc(C(N)[C@@H](C)CC)nn3)CC2)nc(N2CCN(C(=O)[C@H](CCCCN)n3cc([C@@H](N)[C@H](C)CC)nn3)CC2)n1 (some centres not stated)	-2	-3	-2	-6	1.2	6	-12	-5	-20
CCCc1nc2oc3c(NCCOCCO)ncnc3c2c2c1COC(C)(C)C2	-5	-3	0	24	-0.6	-2	-9	-23	7
